Assay outcomes (PubChem BioAssay)
CRFBP-R2 block – CRF-BP/CRF-R2 complex antagonism; HEK293 CRF-R2/CRF-BP, CRF-induced calcium fluorescence; inhibition, % at 11.8 µM; 0.59% of 350,000 active;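 active = inhibition of the ligand-induced calcium signal above about 50% at the single tested concentration, limit read from the data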
MEKK3 PB1 HTS – raises or lowers MEK5 binding to the human MEKK3 PB1 domain; bead-based flow cytometry, Alexa488-MEK5 binding to MEKK3; actives lie on both sides; 0 = blocked by unlabeled MEK5, 100 = vehicle; 1.4% of 290,000 active; Q99759; binding response (% of control), % at 10 µM;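 active = binding response more than 3 SD above or below the average of its plate-row segment, actives on both sides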;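 note: Alexa488 bead fluorescence after subtracting the streptavidin-only scavenger bead signal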
Target sequence (Q99759 whole entry, looked up, the tested form may be a part): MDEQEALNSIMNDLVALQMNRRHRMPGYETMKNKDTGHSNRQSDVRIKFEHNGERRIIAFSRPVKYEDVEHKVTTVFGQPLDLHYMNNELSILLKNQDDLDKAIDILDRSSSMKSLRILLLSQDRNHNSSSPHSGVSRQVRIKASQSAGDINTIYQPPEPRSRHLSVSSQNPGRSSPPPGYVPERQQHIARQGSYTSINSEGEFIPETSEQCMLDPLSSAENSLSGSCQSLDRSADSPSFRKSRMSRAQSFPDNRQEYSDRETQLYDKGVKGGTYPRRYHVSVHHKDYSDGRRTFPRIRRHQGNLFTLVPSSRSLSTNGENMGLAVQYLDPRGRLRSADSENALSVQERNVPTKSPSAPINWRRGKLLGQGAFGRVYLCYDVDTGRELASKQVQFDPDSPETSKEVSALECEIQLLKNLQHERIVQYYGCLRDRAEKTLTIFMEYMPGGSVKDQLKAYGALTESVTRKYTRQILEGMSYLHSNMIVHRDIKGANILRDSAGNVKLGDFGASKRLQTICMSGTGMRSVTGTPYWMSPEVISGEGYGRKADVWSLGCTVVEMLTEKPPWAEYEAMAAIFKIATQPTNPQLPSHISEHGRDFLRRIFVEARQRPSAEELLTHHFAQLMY
IDE cell inh – inhibits human insulin-degrading enzyme in HEK cells; P14735; FAbetaB cleavage, fluorescence polarization; inhibition, % at 5.59 µM; 0.41% of 320,000 active;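 active = percent inhibition above the average of all tested compounds plus 3 SD, set per screening campaign, cut at about 16% in these data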;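 note: IDE supplied by intact live HEK cells; FP after avidin binding of uncleaved biotin substrate so inhibition keeps polarization high; 0% = DMSO wells and 100% = 60 µM reference IDE inhibitor Ii1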
CRFR2-BP ag – agonists of human CRF-binding protein/CRF-R2 receptor complex; HEK293 CRF-R2/CRF-BP, calcium dye fluorescence (FLIPR); percent of saturating CRF peptide response; activation, % at 13.2 µM; AID 588473; 0.46% of 350,000 active;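 active = activation of at least 50%, plus an integration ratio under a set limit after plate pattern correction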;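 note: plate controls were neutral control wells without compound for no effect and CRF at EC100 for full effect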
IDE act – boosts human insulin-degrading enzyme activity in HEK cells | P14735 | FAbeta-B cleavage, fluorescence polarization; 0% vehicle, 100% cell-free pure enzyme wells | activation, % at 5.96 µM | 0.073% of 340,000 active;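 active = activation above the mean of all tested compounds plus 3 SD, set per screening campaign, cut at about 17% in these data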
GalR3 antag – blocks the human galanin receptor 3. O60755. HEK293 GalR3-CNG cAMP membrane potential fluorescence; galR3 body fused to GalR1 C-terminus. inhibition, % at 3 µM. 0.44% of 360,000 active;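 active = inhibition above the screen-wide average plus 3 SD, cut at about 13% in these data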;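 note: forskolin and galanin both at EC90 stimulate the cells; cAMP rise reported by CNG channel membrane potential dye signal; 0% = forskolin plus galanin with DMSO and 100% = forskolin alone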
p-CIP stab down – compounds decreasing mouse p/CIP protein stability; F442A p/CIP-EGFP cells, EGFP fluorescence, 16 h; decrease of EGFP signal, % at 10 µM; 0.01% of 290,000 active; AID 1984;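 active = EGFP signal decrease of at least 30% at 10 µM or well 3 SD below plate mean, unless failing retest; inactive = the rest, including hits failing retest or dose response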; note: some compounds called inactive have numbers as strong as hits; many of its hits are not listed in these tables
PHOSPHO1 block – blocks human PHOSPHO1 phosphatase activity; 1.1% of 290,000 active; inhibition, % at 13.3 µM; AID 1565; recombinant PHOSPHO1, absorbance phosphatase assay; Q8TCT1; in the data active = inhibition above about 60%
Target sequence (Q8TCT1 whole entry, looked up): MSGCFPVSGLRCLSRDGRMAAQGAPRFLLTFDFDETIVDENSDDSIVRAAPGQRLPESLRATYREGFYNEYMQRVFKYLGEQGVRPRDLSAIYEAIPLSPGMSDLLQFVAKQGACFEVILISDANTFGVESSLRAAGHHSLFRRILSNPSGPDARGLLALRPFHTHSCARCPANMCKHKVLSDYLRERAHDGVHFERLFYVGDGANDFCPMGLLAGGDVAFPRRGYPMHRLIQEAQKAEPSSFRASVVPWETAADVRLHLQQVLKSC
M4 PAM – potentiates acetylcholine response at human M4 receptor | P08173 | activation, % at 3 µM | CHO-K1 hM4/Gqi5, Fluo-8 calcium fluorescence, ACh EC20; 0% = ACh EC20, 100% = maximal ACh | 0.4% of 360,000 active;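 active = activation above its plate's cutoff, the mean activation of sample wells plus 3 SD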; note: some results filed as inactive read as strong as hits
Active calls of the source: *; nt = not tested or not shown; & = joins results of further samples.

SMILES	CRFBP-R2 block	MEKK3 PB1 HTS	IDE cell inh	CRFR2-BP ag	IDE act	GalR3 antag	p-CIP stab down	PHOSPHO1 block	M4 PAM
Cc1cc(NC(=O)c2ccno2)no1	-9	106	1	3.7	2	-1	-4	5	-1
CCc1nnc(NC(=O)CSc2ccc(-c3ccc(-n4cccn4)cc3)nn2)s1	-7	nt	-2	0.0	7	-3	nt	nt	8
O=C1c2ccccc2C(=O)c2cc(NC(=O)C3CC3)ccc21	-21	97	-8	-0.7	1	-1	6	-21	1
O=C(N/N=C\C=C\c1ccc2c(c1)OCO2)c1cccnc1	19	135*	1	-0.5	5	-4	-20	0	4
CSCCC(NS(=O)(=O)c1ccccc1F)C(=O)NCc1ccncc1 (centres undefined)	8	nt	2	-0.7	-1	0	nt	nt	-6
CCCn1c(C)nc2c(c1=O)c1nc3ccccc3nc1n2CCC1=CCCCC1	6	97	0	0.3	3	-7	-1	69*	-14
Cc1ccsc1C(=O)OCC(=O)N1C(C)CCCC1C (centres undefined)	-3	nt	0	-0.3	0	-8	nt	nt	0
CCS(=O)(=O)N1CCC2(CC1)OCCN2S(=O)(=O)c1ccccc1	-16	nt	nt	2.5	nt	-6	nt	nt	0
CC1(C)CN(O)CCN1O	-8	101	2	3.2	5	0	2	-1	2
COc1cccc(C2NC(=O)NC(C)=C2C(=O)Nc2ccc(C)cc2)c1 (centres undefined)	-3	106	5	0.2	-3	3	1	10	-4
COC(=O)[C@@]1(Cc2ccccc2)[C@@H]2C(=CC(=O)[C@H]2CC(=O)C(=O)N(C)C)CN1C(=O)c1ccccc1	3	94	-3	-0.8	2	nt	-5	4	3
COc1ccc(-c2nn(-c3ccccc3)cc2C2CC(c3cccs3)=NN2C(=O)CCC(=O)O)cc1 (centres undefined)	-3	90	4	-1.1	-6	7	4	8	-6
Cc1cc(C)cc(COc2ccc3c(C)c(CC(=O)O)c(=O)oc3c2C)c1	22	103	-3	-2.4	3	-6	6	18	5
C(=C\c1ccccc1)/CSc1nnc(-c2cccnc2)o1	-1	108	2	0.3	-1	0	-10	15	3
CC1(C)CC(=O)c2sc(NC(=O)c3ccc4ncsc4c3)nc2C1	-42	111	2	-2.3	8	nt	4	26	-6
Cc1ccc(SCc2ccc(C(=O)N3CCCCC3)cc2)cc1	7	112	4	-2.1	-2	-4	14	22	-7
CC(Sc1nnc(N)s1)C(=O)Nc1nccs1 (centres undefined)	-5	101	4	0.2	1	-3	9	4	-3
O=C(c1ccco1)N1CCN(C(=O)c2ccc(CS(=O)c3ccc(F)cc3)o2)CC1 (centres undefined)	7	93	-3	-1.8	3	2	-6	39	-11
CCOc1cc(/C=N/NC(=O)c2nn(C)cc2Br)ccc1OCc1ccccc1	-2	85	-6	-0.6	-1	-11	-16	-5	-2
Cc1onc(-c2ccccc2)c1C(=O)OCC(=O)NC(=O)c1ccccc1	-10	nt	-3	-1.6	1	-3	nt	nt	2

The list goes on (two carried over from the part before).
SMILES	CRFBP-R2 block	MEKK3 PB1 HTS	IDE cell inh	CRFR2-BP ag	IDE act	GalR3 antag	p-CIP stab down	PHOSPHO1 block	M4 PAM
CCOc1cc(/C=N/NC(=O)c2nn(C)cc2Br)ccc1OCc1ccccc1	-2	85	-6	-0.6	-1	-11	-16	-5	-2
Cc1onc(-c2ccccc2)c1C(=O)OCC(=O)NC(=O)c1ccccc1	-10	nt	-3	-1.6	1	-3	nt	nt	2
Cn1c(=O)c2[nH]c(SCCN3CCCCC3)nc2n(C)c1=S	-10	nt	nt	5.1	-1	-4	nt	nt	-4
Cc1ccc(OCCN2C(=O)OC(C)(C)C2(C)O)cc1 (centres undefined)	-4	102	1	-1.1	4	-3	0	-3	5
Oc1cccc2ccc(/C=C/c3ccc(Br)s3)nc12	-60	102	-2	1.2	5	-1	11	13	-1
COc1ccc(/C=C\c2cc(OC)c(OC)cc2CC[N+](C)(C)C)cc1OC	14	111	-4	-0.9	4	-2	-2	-9	-3
O=C(Nc1ccc(Nc2ccccc2)cc1)N1CCOCC1	23	96	0	-0.3	-6	-9	-7	-25	1
CC(COc1ccc(/C=C/c2ccccc2)cc1)[N+](C)(C)C (centres undefined)	-23	nt	5	0.0	2	nt	nt	nt	-8
COc1cccc(NC(=O)C(c2ccccc2)N2CCCCC2)c1 (centres undefined)	-10	95	-2	1.0	5	-5	8	-23	-23
CCCC1=NN2C(=N)/C(=C\c3cc(C)n(-c4cc(C)cc(C)c4)c3C)C(=O)N=C2S1	-60	102	1	51*	-1	-9	-9	-9	-28
CC1CCCN(C(=O)c2ccc(Br)c(S(=O)(=O)N3CCOCC3)c2)C1 (centres undefined)	-5	nt	0	-0.1	6	-6	nt	nt	-1
O=[N+]([O-])c1ccc(N/N=C/c2c[nH]c3ccccc23)c(S(=O)(=O)Nc2ccc(Cl)cc2)c1	-190	nt	1	94*	1	-3	-48	1	-1

Brought forward from above: two compounds, followed by the next part.
SMILES	CRFBP-R2 block	MEKK3 PB1 HTS	IDE cell inh	CRFR2-BP ag	IDE act	GalR3 antag	p-CIP stab down	PHOSPHO1 block	M4 PAM
CC1CCCN(C(=O)c2ccc(Br)c(S(=O)(=O)N3CCOCC3)c2)C1 (centres undefined)	-5	nt	0	-0.1	6	-6	nt	nt	-1
O=[N+]([O-])c1ccc(N/N=C/c2c[nH]c3ccccc23)c(S(=O)(=O)Nc2ccc(Cl)cc2)c1	-190	nt	1	94*	1	-3	-48	1	-1
Cc1ccc2c(c1)-c1c(cnn1CC(=O)N1CCCN(Cc3ccccc3F)C1)CO2	-43	106	3	-1.3	9	nt	-10	-3	-9
COc1ccc(C(C(=O)NCC2CCCO2)N(C(=O)CNC(=O)c2ccco2)c2ccccc2)cc1OC (centres undefined)	-19	99	5	3.2	2	9	-8	14	5
COC(=O)c1cc(OC)c(OC)cc1NC(=O)C1CCCO1 (centres undefined)	-1	105	6	-2.3	-7	-7	4	-22	-2
CCN(C[C@H]1N[C@@](Cc2ccccc2)(C(=O)OC)[C@H]2C(=O)N(Cc3ccccc3)C(=O)[C@@H]12)S(=O)(=O)c1ccc(F)cc1	-4	nt	2	8.0	-4	-9	nt	nt	-7
COC(=O)[C@@]1(C)[C@H]2C(=O)N(C)C(=O)[C@H]2[C@H]2CN(C)C(=NC3CCCCC3)N21	-3	nt	nt	-2.0	0	-8	nt	nt	-6
COc1ccc(C(C)=O)cc1COC(=O)c1ccc2c(c1)OCCO2	4	nt	2	-0.9	4	-6	nt	nt	0
Cc1cccc(OCCCC(=O)Nc2ccc(S(=O)(=O)Nc3onc(C)c3C)cc2)c1	21	101	-1	-1.2	0	-1	7	10	11
Cc1oc(C(C)(C)C)c(CN2CCCC2)c1C(=O)O	12	93	4	0.3	2	1	-11	-23	-4
CCCCc1cc(=O)oc2cc(OCC(=O)NCCN3CCOCC3)ccc12	7	95	3	0.6	-2	3	4	26	1
COc1ccccc1-n1c(C)c(C(C)=O)c2cc(O)ccc21	-26	103	2	-0.8	0	-1	-11	14	0
COc1ccc(Cn2c(CO)cnc2SCC(=O)Nc2cccc(NC(C)=O)c2)cc1	-7	101	-3	-0.1	4	-7	-11	-9	5
Fc1ccc(NC(=S)N2CCOCC2)c(F)c1	12	103	-6	-1.9	4	2	-6	0	3
COc1cc(C(C)=O)ccc1COc1ccc(C(=O)O)cc1OC	9	99	3	-1.4	10	-5	-7	-4	-7
Clc1ccc2c(c1)-c1ccccc1C1=NCCN12	-13	nt	nt	-0.5	nt	-8	nt	nt	-1
COc1cc2[nH]c3c(N4CCN(c5ccccn5)CC4)ncnc3c2cc1OC	-6	nt	15	-1.3	0	nt	-3	17	-10
Cn1c(=O)cc(SCC(=O)NCC2COc3ccccc3O2)c2ccccc21 (centres undefined)	17	105	7	-4.6	0	-3	-7	21	11
Cn1nc(C(C)(C)C)cc1C(=O)Nc1nc2c(s1)C(=O)CC(C)(C)C2	-20	98	7	-4.2	0	2	-17	-16	0
Cc1cc(C)c(NC(=O)c2ccccc2CCc2ccccc2)c(C)c1	2	101	8	1.2	2	-1	-5	1	-4
CCC(CC)NC(=O)Nc1ccccc1C(F)(F)F	-4	98	0	-6.8	2	1	-3	22	15
CCN(CC)C(=O)N1c2ccccc2Sc2ccccc21	5	102	2	-6.5	-1	-10	-8	39	-4
c1cncc(-c2nc3ccccc3[nH]2)c1	22	87	-7	-1.8	1	-3	-10&2	20&27	-8
O=C(N/N=C1\CCCCc2ccccc21)c1ccccn1	-5	68	-8	-0.6	1	-1	9	24	4
COCCNC(=O)CN(Cc1ccccc1)C(=O)CCC(=O)Nc1nccs1	-15	102	7	1.3	1	1	7	12	11
Cc1c(NC(=O)COC(=O)C2CC3C=CC2C3)c(=O)n(-c2ccccc2)n1C (centres undefined)	-1	nt	1	1.6	-1	-4	-5	6	-4
CC(C)NC(=O)c1onc(CSc2ccc(F)cc2)c1C(=O)O	8	103	-6	-0.7	-3	-5	3	42	6
COc1ccc(S(=O)(=O)n2nc(OC(=O)c3ccco3)cc2N)cc1	38	107	0	-2.0	2	-2	-5	45	18*
COc1cccc(C2=NOC(C(=O)Nc3cccc(C(C)=O)c3)C2)c1OC (centres undefined)	4	104	7	-0.5	7	-4	-6	14	-8
COc1cc(/C=C/C(=O)OCC(=O)NCCc2ccc(F)cc2)ccc1OC(F)F	2	nt	7	-1.7	-4	-3	nt	nt	-1
C=Cc1ccc(C(=O)N2CCCC(CCC(=O)N3CCN(c4ccccn4)CC3)C2)cc1 (centres undefined)	-5	99	-1	1.1	1	-5	4	38	-4
Cc1ccc(S(=O)(=O)N2CCCC(C)C2)cc1 (centres undefined)	-5	106	1	-1.8	-1	-11	-12	nt	-2

Some entries already given, limited to GalR3 antag, CRFR2-BP ag and IDE act.
Structure	GalR3 antag	CRFR2-BP ag	IDE act
CC(C)NC(=O)c1onc(CSc2ccc(F)cc2)c1C(=O)O	-5	-0.7	-3
COc1ccc(S(=O)(=O)n2nc(OC(=O)c3ccco3)cc2N)cc1	-2	-2.0	2
